KB-V1 MDR tox: kills drug-selected multidrug resistant KB-V1 cells; KB-V1 MDR cells viability, CellTiter-Glo, 72 h; Potency, µM (top dose mostly 46.1 µM), for inactives: at the highest dose activity change, negative = cytotoxicity, usual class: cytotoxic; hit rate 3.4% among 400,000; AID 1347076; note: potency is the fitted concentration of half-maximal effect; % is set by controls: 0 for no effect and ±100 for the full control effect; nearly all actives have a fitted effect of over 60% in size
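Cytotoxicity via CellTiter-Glo luminescence after 72 h compound exposure at 37 degrees C. Cells: drug-selected KB-V1 line, DMEM phenol-red free plus 10% FBS. Compounds tested at multiple concentrations; normalized data fitted to concentration-effect curves.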
SW480 rerep: DNA re-replication induction in SW480 cells | SW480 DNA re-replication, Hoechst DNA content imaging, 48 h | Potency, µM (series often up to 46.1 µM), for inactives: at the highest dose re-replication activation, hits mostly activators | hit rate 1.8% among 340,000 | AID 624297; note: potency is the fitted concentration of half-maximal effect; % of control where 0% means no effect; nearly all actives have a fitted effect of over 55% in size
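Compounds, transferred as 23 nL by pin tool, were incubated with cells for 48 hr; DNA content per nucleus was then quantified by Hoechst staining and fluorescence plate imaging.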
IL-1B inflam inh: inhibitors of inflammasome signaling (IL-1 beta secretion) | activity change, % at 57.5 µM | AID 743279 | THP-1 LPS/ATP IL-1B secretion, AlphaLISA, 16 h; active compounds read low | hit rate 4.7% among 360,000; in the data active = activity change below about -50%; inconclusive = mostly about -30% to -49%; note: % is set by controls: 0 for no effect and ±100 for the full control effect
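Secreted IL-1B measured by AlphaLISA bead assay after 16 h compound exposure of THP-1 cells; compounds (final up to 57.5 uM) added 1 h before LPS (250 ng/mL) and ATP (1.25 mM) stimulation; lower signal means less secretion.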
ATXN2 expr inh: inhibitors of ATXN2 expression; HEK-293 ATXN2-luciferase reporter, luminescence, 24 h; Potency, µM (top dose mostly 57 µM), without a hit: at the top dose activity change, negative = inhibition, actives largely listed as inhibitors; hit rate 0.72% among 360,000; note: potency is the fitted concentration of half-maximal effect; % is set by controls: 0 for no effect and ±100 for the full control effect; nearly all actives have a fitted effect of over 55% in size
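ATXN2-luciferase reporter cells (luciferase flanked by upstream and downstream ATXN2 gene portions) were treated 24 h at 37 °C with compounds at up to 57 uM. SteadyGlo luminescence gave expression; GF-AFC fluorescence gave viability.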
HT1080NT lethal: kills 2HG-producing HT-1080-NT fibrosarcoma cells | HT-1080-NT fibrosarcoma viability, CellTiter-Glo ATP luminescence, 48 h | Potency, µM (titrated, usually from 46.1 µM), for the others: top-dose activity, negative = less viability, actives largely listed as cytotoxic | hit rate 1.6% among 360,000;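 note: NT is the 2HG producing partner of a matched IDH1 knockdown line; potency is the fitted concentration of half-maximal effect; 0% = DMSO-treated cells and -100% = media-only wells without cells; nearly all actives have a fitted effect of over 55% in size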
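Luminescent CellTiter-Glo readout after 48 hours of compound exposure at 37 degrees C defined viability of HT-1080-NT cells. Activity was normalized to DMSO wells and cell-free media wells; concentration-response curves were fitted and assigned curve classes.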
KB-3-1 cytotox: kills parental KB-3-1 adenocarcinoma cells. hit rate 1.4% among 400,000. KB-3-1 viability, CellTiter-Glo ATP luminescence, 72 h. Potency, µM (series often up to 46.1 µM), for the others: at the highest dose activity change, negative = cytotoxic, hits mostly cytotoxic. AID 1347075; note: potency is the fitted concentration of half-maximal effect; % is set by controls: 0 for no effect and ±100 for the full control effect; nearly all actives have a fitted effect of over 60% in size
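Luminescent ATP read-out (CellTiter-Glo) measures survival of drug-naive KB-3-1 cells after 72 h compound exposure at 37 °C. Titration series was screened from lowest to highest concentration, with DMSO vehicle plates as background controls.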
ATXN viability: reduces viability in counter-screen for ATXN expression inhibitors. S2 cells (HEK-293 line with an ATXN2-luciferase reporter) viability, CellTiter-Fluor protease fluorescence, 24 h. Potency, µM (series often up to 56.7 µM), actives largely listed as cytotoxic. hit rate 0.49% among 400,000; note: potency is the fitted concentration of half-maximal effect; nearly all actives have a fitted effect of over 40% in size
MCF10A rerep: induces DNA re-replication in MCF 10a normal breast cells; Potency, µM (series often up to 46.1 µM), inactives show top-dose activity, positive = re-replication, hits mostly activators; hit rate 2.9% among 350,000; MCF 10A DNA re-replication, Hoechst nuclear intensity, 48 h; AID 624296; note: potency is the fitted concentration of half-maximal effect; % of control where 0% means no effect; nearly all actives have a fitted effect of over 50% in size
HT1080 IDH1KD tx: toxicity to HT-1080 IDH1 knockdown cells (counter line); HT-1080 IDH1 knockdown viability, ATP luminescence, 48 h; Potency, µM (doses to about 46.1 µM), without a hit: top-dose activity, negative = toxicity, usual class: cytotoxic; hit rate 2% among 360,000; AID 686971;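 note: potency is the fitted concentration of half-maximal effect; 0% = DMSO wells and -100% = cell-free medium wells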
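Viability of IDH1-knockdown HT-1080 fibrosarcoma cells was assessed by CellTiter-Glo after 48 h at 37 °C with titrated compound; concentration-effect curves were classified by fit quality and response size.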
An asterisk follows results filed as active; i = inactive; ? = inconclusive; / = no result given; [ ] = another dose, or the depositor's remark. Unless noted, calls come from the whole dose curve; as a rule, active = well fitted curve in the direction sought with a large enough effect; inconclusive = small, poorly fitted or top-dose-only effect, or another doubt; inactive = no such curve, though single readings can be large; an effect the other way counts as inactive or inconclusive.

(1) COc1ccc(OCC(=O)NCC(c2ccc(Cl)cc2)N2CCCCC2)cc1 (configuration not stated)
(2) COC(=O)c1sc(C(=O)OC)c(C(=O)OC)c1C(=O)OC
(3) Cc1ccccc1NC(=O)/C(=C/c1ccccc1)c1ccccc1
(4) O=C(Nc1ccc(-n2ccnc2P(=O)(O)c2ccccc2)cc1)c1ccccc1Cl
(5) CSc1ccccc1NC(=O)C1=CC(c2ccc(C)cc2)=NS(=O)(=O)N1C
(6) Cc1cc(Cl)ccc1OCCCC(=O)Nc1cc(S(=O)(=O)N2CCOCC2)ccc1N1CCOCC1
(7) COc1cc2c3c(c1)C1(C(=O)N3C(C)(C)C=C2C)C(C#N)=C(N)Oc2cc(C)oc(=O)c21 (configuration not stated)
(8) COc1cccc(CC2(CO)CCN(Cc3cnc(-c4cccc(C)c4)nc3)CC2)c1
(9) COc1ccc(NC(=S)N2CCC(N(C)CCN3CCOCC3)CC2)cc1
(10) CCOC(=O)C1CCN(CC(=O)Nc2ccc(OC)c(Cl)c2)CC1

compound no.	1	2	3	4	5	6	7	8	9	10
KB-V1 MDR tox	-3%	19%	-16%	-1%	?	-11%	0%	-63%	-9%	-26%
SW480 rerep	/	-8%	1%[9.22 µM]	-12%	-15%	9%	0%	3%	/	-3%
IL-1B inflam inh	/	21	1	5	2	-27	-17	-64*	-2	0
ATXN2 expr inh	-21%	-6%	-2%	1%	-15%	/	3%	-20%	2%	-7%
HT1080NT lethal	/	-2%	2%	6%	-5%	-8%	-3%	-14%	3%	-1%
KB-3-1 cytotox	-6%	10%	-4%	1%	-14%	-14%	7%	?	-4%	-2%
ATXN viability	?	i	i	i	?	i	i	i	i	i
MCF10A rerep	/	-7%	?	8%	1%	7%	5%	17%	-2%	-1%
HT1080 IDH1KD tx	/	8%	-9%	10%	0%	3%	-1%	-22%	15%	15%

(11) c1ccc(-c2nc3ccccc3[nH]2)nc1
(12) CCCn1c(SCC(=O)NCCc2ccc(OC)c(OC)c2)nc2c1c(=O)n(C)c(=O)n2C
(13) C[C@H](CO)N1C[C@H](C)[C@@H](CN(C)S(=O)(=O)c2ccccc2)Oc2c(NC(=O)NC3CCCCC3)cccc2C1=O
(14) CCOC(=O)c1sc(NC(=O)C2c3ccccc3Oc3ccccc32)c(C(=O)OCC)c1C
(15) CC1CCN(c2nc(N3CCCCC3)nc(N3CCCCC3)n2)CC1
(16) CC(=O)Oc1ccccc1Cn1c(C)c(C(=O)NCc2ccc(F)cc2)sc1=O
(17) C=CCn1cc(C(=O)N2CCc3ccccc3C2)c(=O)c2cc(S(=O)(=O)N(CC)CC)ccc21
(18) Cc1ccc(C(O)c2ncc(-c3ccc(F)cc3)[nH]2)c(C)c1 (configuration not stated)
(19) COC1OCC(O)C(NC(=O)N(C)N=O)C1O (configuration not stated)
(20) O=C(CSc1nc2c(c(=O)n1-c1ccccc1)SCC2)NCC1CCCO1 (configuration not stated)

compound no.	11	12	13	14	15	16	17	18	19	20
KB-V1 MDR tox	0%	16%	0%	8%	1%	?	1%	-19%	5%	-6%
SW480 rerep	21%	-4%	0%	/	-73%[inhibitor][9.22 µM]	/	-1%	/	/	-1%
IL-1B inflam inh	-9	-13	-51*	/	14	-18	-25	-10	-14	20
ATXN2 expr inh	21%	36%	-17%	11%	/	0%	-16%	-2%	/	2%
HT1080NT lethal	-11%	10%	-18%	/	17%	-8%	2%	-18%	1%	0%
KB-3-1 cytotox	0%	1%	-21%	1%	2%	-4%	0%	0%	3%	-1%
ATXN viability	i	i	?	i	i	i	i	i	i	i
MCF10A rerep	-23%	-2%	-1%	/	-4%	/	-13%	/	/	6%
HT1080 IDH1KD tx	-21%	-2%	-10%	/	10%	-17%	14%	6%	3%	-1%

Compound profiles, as listed above. Order of values: KB-V1 MDR tox	SW480 rerep	IL-1B inflam inh	ATXN2 expr inh	HT1080NT lethal	KB-3-1 cytotox	ATXN viability	MCF10A rerep	HT1080 IDH1KD tx
COC1OCC(O)C(NC(=O)N(C)N=O)C1O (configuration not stated) as listed: 5%	/	-14	/	1%	3%	i	/	3%
Cc1cc(Cl)ccc1OCCCC(=O)Nc1cc(S(=O)(=O)N2CCOCC2)ccc1N1CCOCC1 as listed: -11%	9%	-27	/	-8%	-14%	i	7%	3%
CCOC(=O)C1CCN(CC(=O)Nc2ccc(OC)c(Cl)c2)CC1 as listed: -26%	-3%	0	-7%	-1%	-2%	i	-1%	15%

(listing goes on)
(21) COC(=O)c1cc(Br)c(N)cc1OC
(22) Cc1nc(NCC2CCCO2)c2nnn(Cc3ccccc3Cl)c2n1 (configuration not stated)
(23) O=C(Nc1ccccc1NC(=O)c1ccco1)c1ccccc1
(24) O=C(Nc1cc(C(F)(F)F)ccc1N1CCOCC1)c1cccnc1
(25) Cc1ccc(-c2c[n+](CC(=O)Nc3ccccc3C)c3n2CCC3)cc1
(26) CC(=O)Nc1ccccc1NS(=O)(=O)c1cccc([N+](=O)[O-])c1
(27) Cn1cccc1CC(=O)N/N=C\c1c2ccccc2cc2ccccc12
(28) COc1ccc2[nH]c(=O)c(COC(=O)c3ccco3)cc2c1
(29) Cc1cccn2c(NCc3ccc4c(c3)OCO4)c(-c3ccc(O)cc3)nc12
(30) O=C1NC[C@@H](CCCCN2CCN(CC3CCCCC3)C(=O)C2=O)N(Cc2ccccc2)C1=O

compound no.	21	22	23	24	25	26	27	28	29	30
KB-V1 MDR tox	-3%	-21%	0%	-13%	0%	3%	-30%	?	?	?
SW480 rerep	-25%	-3%	-5%	-12%	3%	-26%	?	-1%[9.22 µM]	-2%	/
IL-1B inflam inh	-2	?	40	-13	-53*	41	?	3	-3	-2
ATXN2 expr inh	2%[11.3 µM]	2%	-1%	-10%	-15%	-21%	-16%	4%	-9%	16%
HT1080NT lethal	27%	-1%[9.24 µM]	-1%	2%	-2%	-3%	?	10%	-12%	19%
KB-3-1 cytotox	-16%	-5%	4%	0%	-3%	-12%	24%	-6%	4%	10%
ATXN viability	?	i	i	i	i	i	i	i	i	?
MCF10A rerep	-3%	-4%	-6%	-3%	4%	-9%	?	-3%	?	/
HT1080 IDH1KD tx	11%	-27%	7%	-14%	-3%	3%	-1%	7%	-1%	12%

(31) Cc1ccc(NC(=O)Cn2c(=O)n(CCC(C)C)c(=O)c3cccnc32)cc1C
(32) COc1ccc(NS(=O)(=O)c2cccs2)cn1
(33) O=C(C[n+]1ccccc1)N/N=C/c1ccco1
(34) COc1nc(N/N=C/c2ccccc2F)nc(N2CCCCC2)n1
(35) O=C(COc1ccc2ccccc2c1)Nc1cccc(C(=O)Nc2ccccc2C(=O)O)c1
(36) CSc1ccccc1NC(=O)CN(C)CC(=O)Nc1c(F)cccc1F
(37) CN(C)S(=O)(=O)c1ccc(Oc2ccccc2)cc1
(38) CCC1(CC)NC(=O)N(CC(=O)N2CCc3ccccc32)C1=O
(39) O=C(/C=C/[C@H]1O[C@@H](n2ccc(=O)[nH]c2=O)[C@H](O)[C@@H]1O)N1CCN(CCc2ccccc2)CC1
(40) COc1ccc(S(=O)(=O)n2c(C)nc3ccccc32)cc1C

compound no.	31	32	33	34	35	36	37	38	39	40
KB-V1 MDR tox	10%	0%	5%	-6%	0%	?	9%	-8%	7%	11%
SW480 rerep	/	0%	3%	-1%	/	-3%	-4%	1%	/	-1%
IL-1B inflam inh	/	3	-8	-27	0	0	0	3	53	2
ATXN2 expr inh	-1%	-6%	1%	1%	7%	-5%	-16%	2%	7%	/
HT1080NT lethal	/	7%	7%	14%	-21%	-4%	0%	-2%	16%	4%
KB-3-1 cytotox	10%	1%	2%	7%	5%	-11%	-2%	-3%	0%	-1%
ATXN viability	i	i	i	i	i	i	i	i	i	i
MCF10A rerep	/	-2%	-5%	-5%	25%	-2%	20%	-24%	/	0%
HT1080 IDH1KD tx	/	9%	6%	15%	-25%	-1%	-2%	10%	21%	-1%

(41) COc1ccc(S(=O)(=O)N2CCOCC2)cc1NC(=O)CCc1nc2ccccc2c(=O)[nH]1
(42) Cc1ccccc1S(=O)(=O)Cc1ccc(C(=O)NCc2ccc(F)cc2)o1
(43) Cc1nc2ccc(S(=O)(=O)NC(C(=O)N3CCCC3)C(C)C)cc2s1 (configuration not stated)
(44) CC(=O)Nc1ccc(NC(=O)COC(=O)[C@@H]2CCCN2C(=O)c2cccs2)cc1
(45) CCOC(=O)C1CCCN(C(=O)c2cccc3ccccc23)CC1 (configuration not stated)
(46) Cn1c(C(=O)N2CCN(C(=O)c3ccco3)CC2)cc2c(=O)n3ccccc3nc21
(47) O=C(CNC(=O)c1ccco1)Nc1ccc(F)cc1
(48) COc1ccccc1NC(=S)NCc1cccnc1

compound no.	41	42	43	44	45	46	47	48
KB-V1 MDR tox	3%	-2%	-1%	16%	3%	-2%	24%	7%
SW480 rerep	0%	-14%	1%	0%	/	11%	-3%	4%
IL-1B inflam inh	-10	13	8	7	62	2	3	-3
ATXN2 expr inh	-9%	/	4%	-3%	8%	-5%	6%	-4%
HT1080NT lethal	-3%	-2%	0%	12%	9%	-1%	18%	13%
KB-3-1 cytotox	-2%	1%	10%	2%	0%	1%	-6%	6%
ATXN viability	i	i	i	i	i	/	i	i
MCF10A rerep	-1%	9%	15%	-9%	/	-2%	0%	9%
HT1080 IDH1KD tx	2%	3%	5%	20%	5%	-3%	10%	14%

High-throughput results (PubChem BioAssay)
